Source: PubChem BioAssay
phage Ecoli inh: E. coli growth loss with phage present. growth absorbance. inhibition, % at 11.9 µM. 0.26% of 360,000 active. AID 651602; in the data active = inhibition above about 11%
Active calls of the source: *. These rows are one share of the data; rates above refer to the full screens.

phage Ecoli inh | Molecule
2.3 | CC(O)CC(=O)OC[C@]12CC[C@H]3[C@@](C)(CC[C@H]4C(C)(C)CCC[C@]34C)[C@@H]1CC(C1=CC(=O)OC1O)O2 (stereo partly specified)
0.8 | COc1ccc(OC)c(S(=O)(=O)NC(=O)C2(C)CCN2C(=O)Cc2ccccc2Cl)c1 (stereo unspecified)
1.2 | CC1(C)CC(=O)C=C(c2ccccc2-c2cccc(C(N)=O)c2)C1=O
2.8 | CCCCC[C@@H](C)N1C[C@H](COCc2ccccc2)Oc2cc(N3CCC[C@H]3C(N)=O)ccc2S1(=O)=O
3.9 | CCOC(=O)c1ccn(S(=O)(=O)c2ccc(C)cc2)c1-c1ccccc1
-1.2 | CC(C)(C)OC(=O)Nc1ccccc1-n1nnnc1C(C(=O)c1ccc(F)cc1)N1CCOCC1 (stereo unspecified)
0.8 | COC(=O)[C@@]1(Sc2ccc(C)cc2)CC(=O)N(C(=O)CCc2ccccc2)[C@@H]1c1ccccc1
-3.7 | COC(=O)C1=CN(c2ccc(N3CCOCC3)cc2)C(N)=C(C#N)C1c1ccc(-c2ccccc2)cc1 (stereo unspecified)
1.6 | COC(=O)[C@]12CCCCC=C1N(CCc1ccc(OC)c(OC)c1)C(=O)[C@H](CC(=O)N1CCC(c3ccccc3)CC1)C2
0.5 | COc1cccc(-c2oc3c(c2C(=O)OCCN2CCCCC2)C(O)CCC3)c1 (stereo unspecified)
-2.3 | NC(Cc1ccc(C(F)(F)F)cc1)c1csc(Nc2cnccn2)n1 (stereo unspecified)
2.1 | COc1ccc(C(=O)NCC2CCN(C(=O)C(=O)c3cccs3)CC2)cc1
1.9 | CC1Oc2ccc(C#N)cc2N(Cc2ccccc2OC(F)(F)F)C1=O (stereo unspecified)
-0.3 | COc1ccc(-c2csc(C(C)(NC(C)=O)c3ccccc3)n2)cc1 (stereo unspecified)
3.3 | CC1(C(=O)Nc2cccc(C#N)c2)CCN1C(=O)Cc1ccc(-c2ccccc2)cc1 (stereo unspecified)

Reformatted as labelled records: 3 of the compounds above
COC(=O)[C@@]1(Sc2ccc(C)cc2)CC(=O)N(C(=O)CCc2ccccc2)[C@@H]1c1ccccc1
- phage Ecoli inh = 0.8

COC(=O)C1=CN(c2ccc(N3CCOCC3)cc2)C(N)=C(C#N)C1c1ccc(-c2ccccc2)cc1 (stereo unspecified)
- phage Ecoli inh = -3.7

COC(=O)[C@]12CCCCC=C1N(CCc1ccc(OC)c(OC)c1)C(=O)[C@H](CC(=O)N1CCC(c3ccccc3)CC1)C2
- phage Ecoli inh = 1.6

(continued)
phage Ecoli inh | Molecule
5.5 | C=CCN1C(=O)c2n[nH]c(C(C)C)c2C1c1ccc(C)cc1 (stereo unspecified)
2.3 | CCCCCCN(C(=O)CCCCCN1C(=O)NC(c2ccc(-c3ccccc3)cc2)C(C(=O)OCc2ccccc2)=C1C)C(C(=O)NCCCC)c1ccccc1 (stereo unspecified)
2.7 | CC(O)(c1cccc(F)c1)c1nc(-c2ccc3c(c2)OCO3)cs1 (stereo unspecified)
1.9 | N#Cc1ccc(C(C(=O)NCc2ccccc2)n2c(=O)c(-c3ccco3)nc3ccccc32)cc1 (stereo unspecified)
3.8 | CC(=O)Nc1cc(-c2cccc(C(=O)NCCN(C)C)c2)cn2c(-c3ccc(F)c(Cl)c3)cnc12
2.7 | C[C@@H]1ON(C)[C@H]2C[C@H]3c4[nH]c5c(-c6ccccc6)cccc5c4CCN3C(=O)[C@@H]12
3.9 | COc1ccc(C(c2nnnn2-c2c(C)cccc2C)N2CCN(C/C=C/c3ccccc3)CC2)cc1 (stereo unspecified)
1.9 | O=C(NCc1cccnc1)c1cc(C2CCCN(S(=O)(=O)c3cccs3)C2)on1 (stereo unspecified)
0.1 | OC(c1ccc(F)cc1)c1nc(-c2ccccc2)cs1 (stereo unspecified)
2.3 | CCCNC(=O)C1(C)CCN(C(=O)/C=C/c2ccccc2)C1 (stereo unspecified)
1.5 | COc1cccc(CNC(=O)[C@H]2CCCN2C(=O)[C@H]2CCCN2C(=O)c2ccc(F)c(C(F)(F)F)c2)c1
3.4 | CC(=O)Nc1cc(-c2cccc(N)c2)cn2c(-c3ccc(C(C)=O)cc3)cnc12
-3.5 | CC(=O)c1ccc(S(=O)(=O)NCC2CCN(C(=O)C(=O)c3cc4ccccc4o3)CC2)cc1
5.4 | CCCNC(=O)C1(C)CCCN(Cc2ccccc2C#N)C1 (stereo unspecified)
3.0 | Cc1ccc(Cc2c(-c3cccc(Cl)c3)nc3ccc(Br)cn23)cc1

phage Ecoli inh | Molecule
3.5 | Cc1c(C(=O)NCc2ccccc2C(F)(F)F)sc(=O)n1Cc1ccc2ccccc2c1
0.5 | COc1ccc(C(NC(=O)C2CCN(CCCc3ccccc3)CC2)c2cccs2)cc1 (stereo unspecified)
2.6 | CC1(C(=O)N2CCCCC2)CCN1C(=O)Cc1ccc(-c2ccccc2)cc1 (stereo unspecified)
1.3 | O=c1c(-c2cccnc2)nc2ccccc2n1C(CCc1ccccc1)c1nc2ccccc2[nH]1 (stereo unspecified)
2.4 | CCCN1CCCCC(NC(C)=O)C1=O (stereo unspecified)
2.5 | CC(C)CCNC(=O)C1(C)CCN1Cc1ccc2ccccc2c1 (stereo unspecified)
0.5 | Cc1cc(Oc2cccnc2)ccc1NC(=O)Cc1c[nH]c2ccccc12
1.0 | O=C1[C@H]2[C@@H]3CCN1CCC[C@@H]2C=C[C@@H]3c1ccc(Br)cc1
3.7 | CCOC(=O)C1=CCN(S(=O)(=O)c2ccc(Cl)cc2)C1c1ccc(Br)cc1 (stereo unspecified)
1.8 | CC(C)(C)S(=O)N1Cc2cc(C(=O)NCCCN3CCOCC3)nc(-c3cccc(-c4cc5ccccc5o4)c3)c2[C@@H]1CCO (stereo partly specified)
3.8 | CC1(C(=O)NS(=O)(=O)C2CC2)CCN(C(=O)c2ccc3ccccc3n2)C1 (stereo unspecified)
0.5 | CN1c2ccccc2SC2C(c3ccccc3)=NOC21 (stereo unspecified)
1.8 | Cc1ccccc1C(=O)N1CCC[C@@H]1C(=O)N1CCC[C@H]1C(=O)NCc1ccccc1
3.7 | COC(=O)c1ccc2nc(-c3ccc(F)cc3)c(Cc3ccccc3)n2c1
2.5 | Cc1cccc(CN2CCN(C3CN(Cc4cn(Cc5cccc(C(F)(F)F)c5)nn4)S(=O)(=O)C3)CC2)c1 (stereo unspecified)

phage Ecoli inh | Molecule
1.0 | CCC(=O)N1CCC(C)(C(=O)NCc2ccc(F)cc2)C1 (stereo unspecified)
1.8 | C#CCN(Cc1ccco1)C(=O)c1nnc2c3cc(OC)ccc3n(S(=O)(=O)c3ccc(OC)cc3)c2n1
-0.7 | COc1ccccc1Cc1c(-c2ccc(Cl)cc2)nc2c(C)cc(Br)cn12
4.0 | COc1cccc(CNC(=O)C2CCN(S(=O)(=O)c3ccc4c(c3)C(C)(C)C(=O)N4C)CC2)c1
0.5 | CCCCNC(=O)C1(C)CCCCN1Cc1ccccc1-c1ccccc1 (stereo unspecified)
3.0 | CCOC(=O)c1ccc(-n2cnc(-c3ccc([N+](=O)[O-])cc3)c2)cc1
0.7 | COc1ccc2c(c1)C(CC(C)=O)N(c1ccc(-c3cnc(OC)nc3)cc1)C(c1ccsc1)=C2 (stereo unspecified)
3.4 | CC(=O)C[C@@H]1OC[C@H](Cc2ccccc2)N1S(=O)(=O)c1ccc(C)cc1
2.2 | CC(C)Oc1ccc(F)cc1-c1cc(C(=O)N2CCc3ccccc3C2)[nH]n1
1.0 | Cc1cc(C(=O)N2CCC2(C)C(=O)Nc2ccc3[nH]ncc3c2)nn1C (stereo unspecified)
2.6 | CC1(C(=O)Nc2ccc3ccccc3c2)CCC(=O)N1CCOc1ccccc1 (stereo unspecified)
1.9 | CC1(C(=O)NS(=O)(=O)c2cccc(OC(F)F)c2)CCN1C(=O)CC(c1ccccc1)c1ccccc1 (stereo unspecified)
3.0 | CC(=O)Nc1ccc(C(=O)N2CCCC(c3cc(C(=O)NCc4ccccc4)no3)C2)cc1 (stereo unspecified)
1.1 | CCOC(=O)[C@]12CCC=C1N(Cc1ccc3c(c1)OCO3)C(=O)[C@H](CC(=O)NCCC(C)C)C2
-0.4 | CC1=C(C(=O)N(C)C)CC(CC(=O)NCc2cccs2)C(=O)N1Cc1ccc(C(C)(C)C)cc1 (stereo unspecified)

phage Ecoli inh | Molecule
3.3 | Cc1ccc(F)cc1-c1nc(NCC2CC2)nc2ccsc12
1.4 | C=CCOC(=O)Nc1nc(CCNC(=O)OCc2ccccc2)c(C(=O)OC)s1
3.7 | Cc1cccc(C)c1NC(=O)C(c1ccccc1)n1c(-c2ccccc2)nc2ccccc21 (stereo unspecified)
0.6 | C#CCN(C[C@@H]1[C@@H](OC(=O)Nc2cccs2)[C@@H](OC(=O)Nc2cccs2)C[C@H](C(=O)OC)[C@@H]1C(=O)OC)S(=O)(=O)c1ccc(C)cc1
1.4 | O=C(Nc1ccccc1Cl)c1cc(C2CCCCN2C(=O)CCc2ccccc2)on1 (stereo unspecified)
-0.7 | O=C(OCc1ccccc1)N1CCC2CC1c1ccc(N3CCN(Cc4ccc5c(c4)OCO5)CC3)cc12 (stereo unspecified)
1.9 | Cc1cnc(-c2nc3ccccc3n2C(C(=O)NC(C)(C)C)c2cc3ccccc3o2)cn1 (stereo unspecified)
4.2 | O=c1oc(=S)oc2c1[C@H](c1ccc(Cl)cc1)O[C@H](C1CC1)C2
3.6 | Cc1cc(C)cc(C(O)c2ncc(-c3ccccc3C)[nH]2)c1 (stereo unspecified)
-2.8 | COc1ccc(-c2cc3c(o2)CCCC3OCCN2CCOCC2)cc1 (stereo unspecified)
-0.2 | Cc1cccc(C=NNc2cc(C)c3cccc(C)c3n2)n1
3.1 | COc1ccc(C2=C(c3ccccc3)OC(OC)c3cc(F)ccc32)cn1 (stereo unspecified)
2.5 | CN1CCN(c2cccc3c2S(=O)(=O)N[C@@H](Cc2ccccc2)CO3)CC1
2.3 | C[C@H](CO)N1C[C@H](C)[C@@H](CN(C)S(C)(=O)=O)OCc2cn(nn2)CCCC1=O
0.6 | CCCCN(C(C)=O)c1c(CC)nc2ccc(C(=O)NCc3cccs3)cn12

Among those listed so far, these have an NH in an aromatic ring.
phage Ecoli inh | Molecule
5.5 | C=CCN1C(=O)c2n[nH]c(C(C)C)c2C1c1ccc(C)cc1 (stereo unspecified)
2.7 | C[C@@H]1ON(C)[C@H]2C[C@H]3c4[nH]c5c(-c6ccccc6)cccc5c4CCN3C(=O)[C@@H]12
1.3 | O=c1c(-c2cccnc2)nc2ccccc2n1C(CCc1ccccc1)c1nc2ccccc2[nH]1 (stereo unspecified)
0.5 | Cc1cc(Oc2cccnc2)ccc1NC(=O)Cc1c[nH]c2ccccc12
2.2 | CC(C)Oc1ccc(F)cc1-c1cc(C(=O)N2CCc3ccccc3C2)[nH]n1
1.0 | Cc1cc(C(=O)N2CCC2(C)C(=O)Nc2ccc3[nH]ncc3c2)nn1C (stereo unspecified)
3.6 | Cc1cc(C)cc(C(O)c2ncc(-c3ccccc3C)[nH]2)c1 (stereo unspecified)

New compounds follow.
phage Ecoli inh | Molecule
3.6 | CCc1cc2c(nc1CC)CCCN2S(=O)(=O)c1ccc(C)cc1
3.6 | Cc1cc(C)nc(Nc2nc(C(N)Cc3ccccc3)cs2)n1 (stereo unspecified)
3.3 | N#Cc1ccc(-c2cccc3nccn23)cc1
0.1 | COc1ccccc1CNc1nc(NC(C)C)nc2cc(-c3ccccc3)sc12
2.9 | CCCCN(C)C(=O)c1sc(=O)n(Cc2ccc(Cl)c(Cl)c2)c1C
-0.5 | CNC(C)C(=O)NC(C(=O)NC(C)C(=O)Nc1cccc2ccccc12)C(C)C (stereo unspecified)
1.2 | CC1=C(C(=O)N(C(C)C)C(C)C)CC(CC(=O)NCCCCc2ccccc2)C(=O)N1Cc1ccc(C(C)(C)C)cc1 (stereo unspecified)
-1.6 | NC(c1csc(Nc2ccc(C(F)(F)F)cn2)n1)C1CCCCC1 (stereo unspecified)
2.2 | COCCc1ccc(OC2(C)CCN(Cc3cccc(OC)c3OC)C2)cc1 (stereo unspecified)
0.1 | CC(C)(C)OC(=O)N(CC1CCNCC1)C(=O)c1[nH]c(C(F)(F)F)nc1-c1ccccc1
1.2 | Cc1cc(F)ccc1-c1cc(C(=O)NCc2ccco2)[nH]n1
1.0 | COCCCN1C(=O)C(CC(=O)NCc2ccco2)CC(C(=O)N(C(C)C)C(C)C)=C1C (stereo unspecified)
2.3 | COc1ccc(-c2noc(-c3csc([C@@H]4O[C@H](CO)[C@H](O)[C@H](O)[C@H]4O)n3)n2)cc1OC
1.9 | COc1ccc(CN2C(=O)c3ccccc3C2c2nnnn2C(C)C)cc1OC (stereo unspecified)
3.4 | Cc1[nH]c2ccccc2c1CC(=O)Nc1ccc(Nc2cccnc2)c(Br)c1

phage Ecoli inh | Molecule
0.1 | Nc1nc2c(ncn2[C@@H]2O[C@H](CNCc3ccc4ncccc4c3)[C@@H](O)[C@H]2O)c(=O)[nH]1
0.2 | Cc1ccc(C)c(C(O)c2ncc(-c3ccc(Cl)cc3)[nH]2)c1 (stereo unspecified)
-0.7 | CC(C)C[C@H]1COc2cc(Br)ccc2S(=O)(=O)N1Cc1ccc(F)cc1F
-0.8 | CCc1nc2c(OCc3ccc(Cl)cc3Cl)cccn2c1N(C=O)Cc1ccc(OC)cc1
1.1 | CCOC(=O)[C@]12CCCC=C1N(CCC1=CCCCC1)C(=O)[C@H](CC(=O)NCc1cccc3ccccc13)C2
3.2 | COCc1[nH]nc2c1C(c1ccc(F)cc1)NC2=O (stereo unspecified)
-3.4 | CC(=O)NCCNc1nc(NC(C)C)nc2cc(-c3ccccc3)sc12
0.0 | CC(C)NC(=O)C1(C)CCN1C(=O)c1cccn1C (stereo unspecified)
2.9 | C[C@@H]1ON(C)[C@H]2C[C@H]3c4[nH]c5c(-c6ccc(Cl)cc6)cccc5c4CCN3C(=O)[C@@H]12
4.3 | COC(=O)c1ccc2nc(-c3ccc(Cl)cc3)c(Cc3ccc(OC)cc3C)n2c1
-0.5 | CO[C@H]1CN(C)C(=O)c2cc(NC(=O)c3ccccc3)ccc2OC[C@H](C)NC[C@@H]1C
0.9 | COc1cccc(-c2cc(NC=O)c3ncc(-c4cccc(C(=O)NCCN(C)C)c4)n3c2)c1
